# TDP1 cell CPT: growth inhibition of DT40 Tdp1-/-;hTDP1 cells with camptothecin (screen for TDP1 inhibitors); chicken DT40 Tdp1-/-;hTDP1 cells + 20 nM CPT, ATP luminescence, 48 h; Potency, µM (titrated, usually from 46.2 µM), for inactives: at the top dose activity change, negative = growth inhibition, usual class: inhibitors; 420,000 compounds, 12% hits; AID 686979; also: nearly all actives have a fitted effect of over 55% in size
#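 Cell growth measured by CellTiter-Glo luminescence after a minimum 48 h, 37 C compound exposure with 20 nM CPT in Tdp1-knockout DT40 cells stably expressing hTDP1, seeded 400/well; qHTS titration format.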
# N370S GC: inhibits or activates N370S mutant glucocerebrosidase. Potency, µM (titrated, usually from 59.4 µM), without a hit: at the top dose activity change, negative = inhibition, hits mostly inhibitors. AID 2101. N370S GC spleen homogenate, 4MU-glucoside fluorescence. 330,000 compounds, 0.092% hits. P04062;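 also: 0% = full enzyme activity and -100% = no enzyme basal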
# FEN1 inhibitor: inhibitors of human flap endonuclease 1; P39748; Recombinant FEN1 flap cleavage, fluorescence, 15 min; Potency, µM (highest dose often 114 µM), for the others: at the top dose activity change, negative = inhibition, most hits filed as inhibitors; 390,000 compounds, 0.35% hits; also: nearly all actives have a fitted effect of over 65% in size
# Target sequence (P39748 whole entry, looked up): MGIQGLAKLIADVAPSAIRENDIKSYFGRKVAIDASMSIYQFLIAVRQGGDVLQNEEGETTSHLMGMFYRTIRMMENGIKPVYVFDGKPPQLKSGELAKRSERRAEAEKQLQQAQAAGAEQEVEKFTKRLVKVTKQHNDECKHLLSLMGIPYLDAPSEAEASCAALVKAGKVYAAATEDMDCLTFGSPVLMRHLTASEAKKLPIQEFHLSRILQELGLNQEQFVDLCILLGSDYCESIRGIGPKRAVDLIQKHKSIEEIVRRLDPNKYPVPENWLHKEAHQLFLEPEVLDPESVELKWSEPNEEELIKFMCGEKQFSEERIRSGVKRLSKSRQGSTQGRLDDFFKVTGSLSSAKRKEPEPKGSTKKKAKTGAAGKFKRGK
#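 In this screen, 50 nM flap DNA substrate was added to 10 nM FEN1 pretreated with compound for 15 min at room temperature; cleavage was followed with reads at 0 and 15 min, and Hill fitting gave concentration–response parameters.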
# * hit, by the source's call; ? = inconclusive; / = not tested or not shown; [ ] = another dose, or the depositor's remark. Calls follow the shape of the dose curve; as a rule, active = well fitted curve in the direction sought with a large enough effect; inconclusive = small, poorly fitted or top-dose-only effect, or another doubt; inactive = no such curve, though single readings can be large; an effect the other way counts as inactive or inconclusive. Unless noted, % is scaled to controls: 0 for no effect and ±100 for the full control effect; potency is read from the fitted curve at half-maximal effect. An excerpt (hit frequency here may not be typical).
nr	smiles	TDP1 cell CPT	N370S GC	FEN1 inhibitor
1	CC(=O)c1c(C)[nH]c(C(=O)Nc2ccc(C)c(S(=O)(=O)Nc3ccc(C)cc3C)c2)c1C	?	-1%	-4%
2	COc1ccc(NC(=O)c2csnn2)cc1	2%	/	1%
3	CCOc1cc(CN2CCCC(N3CCN(c4ccc(F)cc4)CC3)C2)ccc1OC (stereo not drawn)	16µM*	-1%	20%
4	O=C(c1cc2c(=O)[nH]c3ccccc3c2s1)N1CCN(c2ccc(F)cc2)CC1	?	/	-4%
5	FC(F)(F)Sc1ccc(NC(=S)NCc2ccccc2)cc1	?	6%	-4%
6	FC(F)Oc1ccc(-c2csc(Cc3nnc4n3CCCCC4)n2)cc1	?	5%	-4%
7	Cc1cc(=O)[nH]c(N/N=C/c2ccc(Cl)c([N+](=O)[O-])c2)n1	?	0%	11%
8	CCOc1ccc(NC(=O)CN(C)Cc2ccc3c(c2)OCO3)cc1S(=O)(=O)N1CCCC1	?	/	-15%
9	CC(C)CN(C(=O)COC(=O)CNC(=O)c1sc2ccccc2c1Cl)C1CCS(=O)(=O)C1 (stereo not drawn)	-3%	-1%	13%
10	Cc1ccc(-n2ncc3c(N4CCN(C)CC4)ncnc32)cc1C	?	/	0%
11	CCOc1ccc(Nc2oc(/C=C/c3ccc(F)cc3)nc2C#N)cc1	-22%	/	1%
12	COC(=O)C1(CCSC)NC(c2ccc(O)cc2)C2C(=O)N(c3ccc4c(c3)OCCO4)C(=O)C21 (stereo not drawn)	-20%	9%	-5%
13	CCC(C)NC(=O)CN1C(=O)NC2(CCOc3ccccc32)C1=O (stereo not drawn)	-3%	0%	1%
14	Cc1ccc(-n2nc3c(=O)n(CC(=O)NC(C)C)nc(C)c3c2C)cc1	-18%	/	19%
15	O=C(CN1C(=O)COc2ccc(S(=O)(=O)N3CCOCC3)cc21)Nc1cccc(Cl)c1	-16%	-24%	-13%
16	COc1ccccc1C(=O)N1CCN(c2cccc(Cl)c2)CC1	1.8µM*	11%	2%
17	COc1ccc(N2CCN(S(=O)(=O)c3c(C)[nH]c(C)c3C(=O)N3CCCCC3)CC2)cc1	-9%	-2%	17%
18	Cc1ccc(C(C)(C)NC(=O)C2CCC(=O)N(CC3CCCCC3)C2)cc1 (stereo not drawn)	?	?	17%
19	N#Cc1ccc(OCC(=O)NCCc2ccc(S(N)(=O)=O)cc2)cc1	5%	6%	-4%
20	CC1=C(C(=O)NCc2cccc(Br)c2)C2(CCCCC2)OC1=O	15µM*	/	11%
21	O=C(Nc1nnc(-c2ccc(F)cc2)o1)c1ccco1	?	1%	-6%
22	CCOc1nc(SCCOc2ccccc2)nc(N(C)C)n1	-19%	15%	-18%
23	COCCN1CCN(c2c(C)c(C)nc3cc(-c4cccc(OC)c4)nn23)CC1	?	/	0%
24	COc1cccc(C(=O)Nc2ccccc2-c2nc3ccccc3s2)c1	-4%	/	-8%
25	O=C(Nc1ccc(N2CCOCC2)cc1)C1CC(O)CN1S(=O)(=O)c1ccc(Cl)cc1 (stereo not drawn)	-23%	-1%	18%

# Entries of single compounds, quoted from the list.
# `Cc1ccc(C(C)(C)NC(=O)C2CCC(=O)N(CC3CCCCC3)C2)cc1` (stereo not drawn) in the list: TDP1 cell CPT = ?; N370S GC = ?; FEN1 inhibitor = 17%
# `Cc1ccc(-n2ncc3c(N4CCN(C)CC4)ncnc32)cc1C` in the list: TDP1 cell CPT = ?; N370S GC = /; FEN1 inhibitor = 0%

# Later entries.
nr	smiles	TDP1 cell CPT	N370S GC	FEN1 inhibitor
26	CCOC(=O)C1=C(C)N=c2s/c(=C\c3cccn3C)c(=O)n2C1c1cccc(OC)c1OC (stereo not drawn)	?	0%	8%
27	CCCOc1ccc(C(=O)OCC(=O)NCCc2ccc(OCC)c(OCC)c2)cc1OC	?	-8%	3%
28	CCOC(=O)COc1ccc(Cl)cc1C1NC(=O)NC(C)=C1C(C)=O (stereo not drawn)	-12%	-4%	2%
29	CC(C)CNC(=O)c1cccc(NC(=O)CSc2ccccc2)c1	45%[activator]	2%	1%
30	CC1CCN(C(=O)CSc2nnc(NC(=O)Nc3ccccc3)s2)CC1	?	/	16%
31	CCc1cc2c(SCC(=O)NC3CCS(=O)(=O)C3)ncnc2s1 (stereo not drawn)	-13%	11%	15%
32	CCCCN=C1NN=C(c2cccc([N+](=O)[O-])c2)CS1	?	-2%	-7%
33	CCn1cc(-c2cc(C(=O)O)on2)c(C)n1	7%	8%	-9%
34	CC(=O)c1cc(C(=O)N2CCCC(CCC(=O)N(C)CCc3ccccn3)C2)cs1 (stereo not drawn)	-4%	2%	8%
35	CC(=O)c1c(C)[nH]c(C(=O)OCC(=O)Nc2ccc(Cl)cc2[N+](=O)[O-])c1C	3.7µM*	-2%	4%
36	COc1cccc(C(=O)/C=C/Nc2ccc(S(=O)(=O)Nc3ccc(C(C)=O)cc3)cc2)c1	?	27%	-15%
37	Cc1ccc(CCNC(=O)C2CCN(C(=O)c3sccc3-n3cccc3)CC2)cc1	-30%	2%	-9%
38	CSc1ccccc1C(=O)NC1CC2CCC1C2 (stereo not drawn)	3%	10%	2%
39	CN(C)c1ncnc2c1ncn2C1OC(CO)C(O)C1O (stereo not drawn)	2.9µM*	-12%	-9%
40	COc1ccc2[nH]c(=O)c(CNc3ccccc3C)cc2c1	9.2µM*	6%	-14%
41	COc1ccccc1NC(=O)C1=C(C)Nc2c(C(=O)Nc3ccc(F)cc3)cnn2C1c1cccc([N+](=O)[O-])c1 (stereo not drawn)	?	/	-12%
42	CCCCCn1ccc(=O)c2c(C(F)(F)F)nccc21	13µM*	0%	6%
43	Brc1ccc(-c2nnc3sc(CN4CCCCC4)cn23)cc1	-9%	/	-9%
44	CCc1noc(C)c1C(=O)OCC(=O)Nc1ccccc1SC	-12%	0%	-4%
45	C[C@@H]1NC(=O)c2cc([N+](=O)[O-])cc(I)c2OCC[C@@H](C(=O)NC(CC(=O)O)C(N)=O)NC(=O)[C@H](CC(N)=O)NC1=O (stereo partly drawn)	7%	8%	-6%
46	C[C@H](CO)N1C[C@H](C)[C@@H](CN(C)C(=O)Nc2ccc(C(F)(F)F)cc2)Oc2c(cccc2N(C)C)C1=O	?	/	-13%
47	COc1ccc(S(=O)(=O)Nc2ccc(F)c(F)c2)cc1Cl	?	6%	-14%
48	C/C=C/C(=O)OCC(=O)Nc1cc([N+](=O)[O-])ccc1Cl	-3%	1%	-9%
49	Cc1ccc(S(=O)(=O)N2CCN(C(=O)N3CCOCC3)CC2)cc1C	?	1%	4%
50	CCN1CCN(C(c2ccc(C(F)(F)F)cc2)c2ccc3cccnc3c2O)CC1 (stereo not drawn)	?	?	-18%

# 4 compounds drawn at random from the list so far:
nr	smiles	TDP1 cell CPT	N370S GC	FEN1 inhibitor
29	CC(C)CNC(=O)c1cccc(NC(=O)CSc2ccccc2)c1	45%[activator]	2%	1%
49	Cc1ccc(S(=O)(=O)N2CCN(C(=O)N3CCOCC3)CC2)cc1C	?	1%	4%
31	CCc1cc2c(SCC(=O)NC3CCS(=O)(=O)C3)ncnc2s1 (stereo not drawn)	-13%	11%	15%
28	CCOC(=O)COc1ccc(Cl)cc1C1NC(=O)NC(C)=C1C(C)=O (stereo not drawn)	-12%	-4%	2%

# A stretch of the results above, as a working copy:
nr	smiles	TDP1 cell CPT	N370S GC	FEN1 inhibitor
28	CCOC(=O)COc1ccc(Cl)cc1C1NC(=O)NC(C)=C1C(C)=O (stereo not drawn)	-12%	-4%	2%
29	CC(C)CNC(=O)c1cccc(NC(=O)CSc2ccccc2)c1	45%[activator]	2%	1%
30	CC1CCN(C(=O)CSc2nnc(NC(=O)Nc3ccccc3)s2)CC1	?	/	16%

# (next part)
nr	smiles	TDP1 cell CPT	N370S GC	FEN1 inhibitor
51	Cc1cc(/C=C2\C(=O)NN(c3ccccc3)C2=O)c(C)n1-c1ccccc1O	?	-19%	2%
52	NC(=O)Cn1cc(C(=O)C(=O)N2CCOCC2)c2ccccc21	0%	2%	6%
53	Cc1ccccc1OCC(=O)Nc1ccc(S(=O)(=O)N(Cc2ccccc2)c2ccccc2)cc1	?	/	-20%
54	Cc1ccc(NC(=O)c2cnc(SCC(=O)N3CCOCC3)n(C)c2=O)cc1	-11%	/	-5%
55	CCCCNC(=O)c1onc(CSc2cccc(OC)c2)c1C(=O)O	-1%	3%	-7%
56	CCOc1ccc(N2CC(C(=O)Nc3cccc(S(=O)(=O)NC4=NCCC4)c3)CC2=O)cc1 (stereo not drawn)	14%	2%	-7%
57	CC(C)CC(=O)Nc1ccc2c(c1)oc1ccccc12	?	-8%	1%
58	COc1cc(C(=O)NCc2ccc(F)cc2)cc(Cl)c1OC	27%	-7%	-1%
59	O=C(Nc1ccc2c(c1)OCO2)C1CCN(c2ccc(S(=O)(=O)N3CCOCC3)cc2)CC1	-27%	-5%	8%
60	COc1ccc(-c2nc3cnccn3c2Nc2ccc3c(c2)OCO3)cc1	?	-3%	-2%
61	O=C(CCCCCn1c(=S)[nH]c2ccc(N3CCOCC3)cc2c1=O)NCc1ccc2c(c1)OCO2	-21%	-9%	7%
62	O=C(O)c1cccc(Sc2ccc(Br)cc2C(=O)O)c1	-13%	/	6%
63	Cc1ccccc1C(=O)NNC(=S)NC(=O)c1cccnc1	?	3%	-4%
64	Cc1ccc(Cl)cc1NC(=O)Cn1nc(-c2cccs2)ccc1=O	-7%	0%	11%
65	COc1cc(/C=C2\C(=N)N3N=C(S(C)(=O)=O)SC3=NC2=O)ccc1OS(=O)(=O)c1ccc(C)cc1	?	-9%	-15%
66	CCOc1cc(C(F)(F)F)cnc1/C(N)=N/O	-2%	0%	-14%
67	Cc1ccc(NC(=O)C2CCCN(S(=O)(=O)c3ccc4c(c3)oc(=O)n4C)C2)cc1Cl (stereo not drawn)	?	/	-5%
68	C#CC1(O)CCC2C3CCC4=C(CCC(=O)C4)C3CCC21C (stereo not drawn)	?	/	2%
69	COc1ccc(C(C)=O)cc1CN1C(=O)NC2(CCCCC2C)C1=O (stereo not drawn)	1%	5%	-2%
70	Cc1ccc(N2CC(C(=O)NCCC(C)C)CC2=O)cc1 (stereo not drawn)	2%	6%	9%
71	CC(=O)Nc1nc2ccc(S(=O)(=O)N3CCCC3)cc2s1	?	0%	0%
72	O=C(NCCO)c1ccc2c3n(nc2c1)-c1ccc(Cl)cc1CO3	?	?	-9%
73	CN1CCN(c2nc(C#N)cc(-c3ccccc3)n2)CC1	25%	-26%	4%
74	Cc1cccc(NC(=O)Nc2ccc(OCc3ccccc3)cc2)n1	-26%	?	-4%
75	O=C(NC1CCCCC1)c1cc(F)cc2c1OCOC2	-27%	10%	3%
76	CCOc1ccc(/C(O)=C2/C(=O)C(=O)N(c3ccccn3)C2c2ccc(F)cc2)c(C)c1 (stereo not drawn)	?	-6%	-12%
77	COc1ccc(N2CCN(C(=O)CSc3nnc4c(C)cc5ccccc5n34)CC2)cc1	16µM*	3%	-9%
78	COc1ccc(C(=O)N2CCN(Cc3ccc4c(c3)OCO4)CC2)cc1OC	-4%	-17%	-16%
79	O=C(C1CCCN(Cc2ccc([N+](=O)[O-])cc2)C1)N1CCCCC1 (stereo not drawn)	-14%	5%	5%
80	CCOc1ccc(N(CC(=O)NCCSCc2ccccc2Cl)S(C)(=O)=O)cc1	?	-7%	-7%
81	CN(C(=O)c1cc(COc2c(F)cccc2F)on1)C1CCOC1 (stereo not drawn)	-9%	-5%	1%
82	COCc1cc(=O)c2ccccc2o1	-17%	/	8%
83	CN(C)S(=O)(=O)c1ccc(NC(=O)CN2CCN(c3ccccn3)CC2)cc1	?	-5%	27%
84	N#Cc1cc(Oc2ccc(Cl)cc2)c(N2CCOCC2)cc1C#N	-24%	/	-5%
85	CC1(C)CC(=O)C(N=Nc2c(Cl)cc(Cl)cc2Cl)=C(O)C1	?	11%	-10%
86	CCCCn1c(N)c(N(CCOC)C(=O)COc2ccc(OCC)cc2)c(=O)[nH]c1=O	-6%	-1%	-4%
87	Cc1occc1C(=O)NC(C)C12CC3CC(CC(C3)C1)C2 (stereo not drawn)	?	5%	12%
88	O=S(=O)(c1cccs1)N1CCN(Cc2nc3ccccc3s2)CC1	-4%	10%	-13%
89	COc1ccc(CN2CC(C(=O)NCCN3CCOCC3)CC2=O)cc1 (stereo not drawn)	-1%	-23%	-3%
90	O=C(O)CSC(C(=O)Nc1ccc(C(F)(F)F)cc1)c1ccccc1 (stereo not drawn)	-3%	-5%	15%
91	CCOc1ccccc1NC(=O)c1nnn(CC(=O)Nc2ccc3c(c2)OCO3)c1N	0%	-2%	-15%
92	Cn1cnnc1Sc1cc(N2CCN(S(=O)(=O)c3ccc4ccccc4c3)CC2)ccc1[N+](=O)[O-]	?	4%	-4%
93	CC(=O)COC(=O)C1CC(=O)N(c2ccc(C)c(C)c2)C1 (stereo not drawn)	1%	-4%	17%
94	Cc1occc1-c1nnc(SCC(=O)N2CCOCC2)n1CC(C)C	2%	-3%	2%
95	Cn1c(=O)[nH]c(=O)c2[nH]c(CN3CCN(Cc4ccccc4)CC3)nc21	13%	-8%	-1%

# Compound activity from PubChem BioAssay.
